Compound activity as filed in PubChem.
TEAD-YAP block – TEAD-YAP interaction inhibition | HEK-TIYL cells, TEAD-Gal4/YAP UAS-luciferase luminescence | inhibition, % at 9.12 µM | hit rate 1.4% among 640,000; in the data active = inhibition above about 32%;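 also: 0% = median of test compound wells and 100% = reference inhibitor wells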
GPR151 activ – human GPR151 activation; AID 1508602; hit rate 1% among 650,000; PathHunter beta-arrestin GPR151 cells, luminescence; activation, % at 11.2 µM; Q8TDV0; in the data active = activation above about 4.9%;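 also: 0% = median of compound wells and 100% = cells with positive control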
FBW7 act – activators of human E3 ligase FBW7 | AlphaScreen FBW7–phospho-cyclin E peptide binding, activator screen | normalized activity (activation), % at 26.1 µM | hit rate 0.13% among 650,000; in the data active = normalized activity above about 1.9%;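 also: purified mutant Fbw7 with reduced substrate affinity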
Target sequence (Q969H0 whole entry, looked up): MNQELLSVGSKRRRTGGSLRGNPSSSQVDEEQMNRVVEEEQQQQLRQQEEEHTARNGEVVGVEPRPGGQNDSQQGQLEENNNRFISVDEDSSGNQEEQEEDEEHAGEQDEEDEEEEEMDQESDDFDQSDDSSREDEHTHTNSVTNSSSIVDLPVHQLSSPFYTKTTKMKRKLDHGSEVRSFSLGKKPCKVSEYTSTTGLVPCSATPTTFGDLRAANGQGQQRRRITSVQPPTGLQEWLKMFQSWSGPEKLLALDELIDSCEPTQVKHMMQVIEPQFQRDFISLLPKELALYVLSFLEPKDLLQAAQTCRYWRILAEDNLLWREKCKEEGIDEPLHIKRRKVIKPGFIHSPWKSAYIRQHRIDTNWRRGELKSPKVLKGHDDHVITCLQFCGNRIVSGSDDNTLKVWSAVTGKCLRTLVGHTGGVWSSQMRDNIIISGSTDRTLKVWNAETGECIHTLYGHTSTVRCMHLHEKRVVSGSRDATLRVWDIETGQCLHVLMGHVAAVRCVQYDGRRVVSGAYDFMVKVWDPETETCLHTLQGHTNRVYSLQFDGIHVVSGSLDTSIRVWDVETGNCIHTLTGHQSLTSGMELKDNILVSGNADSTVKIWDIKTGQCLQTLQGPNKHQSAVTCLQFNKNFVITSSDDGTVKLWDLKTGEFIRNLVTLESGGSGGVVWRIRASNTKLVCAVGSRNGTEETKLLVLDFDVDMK
MITF inh – blocks human microphthalmia-associated transcription factor | inhibition, % at 2.6 µM | AlphaScreen MITF homodimerization, bead proximity signal | AID 1259374 | hit rate 0.91% among 650,000 | O75030; in the data active = inhibition above about 50%;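 also: 0% = vehicle wells with protein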
An asterisk follows results filed as active.

SMILES	TEAD-YAP block	GPR151 activ	FBW7 act	MITF inh
CC(=O)N1CCC(N(C(=O)Nc2ccc(Br)cc2)C(C)C)CC1	-3	1.3	-0.1	-6
COCCNc1c(-c2ccc(N(C)C)cc2)nc2ccc(Cl)cn12	2	-1.1	0.1	-9
N#CC1(c2ccccc2)CCc2c(sc3ncnc(N4CCCCC4)c23)C1 (centres undefined)	-1	0.2	0.0	-3
c1ccc(-c2cnc3ccc(NCc4ccco4)nn23)cc1	28	0.5	0.7	9
Cc1ccc(C(=O)N/C(=C\c2ccc3c(c2)OCO3)C(=O)Nc2cccc(C(=O)O)c2)cc1	4	-0.4	-0.1	3
CCn1c(C(=O)O)c(CNCc2ccccc2)c2ccc(C)cc21	-4	1.5	-0.1	-1
Cc1cc(C)cc(Oc2coc3cc(OCc4cccc(Cl)c4)ccc3c2=O)c1	-15	0.9	-0.1	-12
Cc1ccsc1CCNS(=O)(=O)c1ccc(CN2C(=O)c3cccnc3C2=O)cc1	0	4.5	-0.2	13
CCCCCCN1C(=O)C(=O)C2=C(C)OC3(O)c4ccccc4C(O)(O)C213 (centres undefined)	-2	1.3	-0.1	-3
Cc1ccc2[nH]c3c(=O)n(CC(=O)NCCC4=CCCCC4)cnc3c2c1	-1	0.4	0.1	2
CN(C)c1ccc(Sc2nnc(NC(=O)c3cccc(Br)c3)s2)cc1	6	-1.2	0.0	-15
O=C(Nc1cccc(-n2cnnn2)c1)C1CCCN(C(=O)COc2ccccc2Cl)C1 (centres undefined)	13	-0.5	0.0	7
Cn1nccc1Nc1nc(C(=O)NCCCN2CCCC2=O)cs1	3	2.6	0.2	9
c1nc2ccc3[nH]snc3c2n1	3	0.0	-0.1	0
Cc1cccc(N2CCN(C(=O)Cn3ncc4c3-c3ccccc3OC4)CC2)c1C	-5	-0.2	-0.1	2
CCOc1ccccc1N1CC(C(=O)Nc2cc(C(F)(F)F)ccc2Cl)CC1=O (centres undefined)	10	0.3	0.1	-12
CC(C)c1ccc(C2C(C#N)=C(N)Oc3n[nH]c(-c4ccc5c(c4)OCO5)c32)cc1 (centres undefined)	1	-0.9	-0.1	3
COc1ccc2c(c1)C1NC(=S)N(c3ccc(Br)cc3)C(C)(O2)C1C(=O)Nc1ccc(C)cc1C (centres undefined)	11	0.3	-0.3	22
CC(C)(C)N1C(=O)c2ccc(C(=O)c3cccc([N+](=O)[O-])c3)cc2C1=O	8	0.7	0.0	-5
CCOc1ccc(OCCN2C(=O)NC(Cc3c[nH]c4ccccc34)C2=O)cc1 (centres undefined)	17	0.3	0.2	8
Cc1cccc(NC(=O)CN(c2cc(C(F)(F)F)ccc2Cl)S(C)(=O)=O)c1	-8	-0.1	0.8	15
Cc1ccsc1/C=C(\C#N)C(=O)Nc1nccs1	-56	-3.8	-0.2	-4
COCCCNC(=O)CCn1c(=O)[nH]c2cc(OC)c(OC)cc2c1=O	-6	0.1	-0.1	-3
CC1=NN(c2ccc(F)cc2)C(=O)/C1=C/c1ccc(O)cc1	7	-0.2	-0.8	-12
CCn1ncc(CN2CCN(C3CCN(C(C)C)CC3)C(CCO)C2)c1C (centres undefined)	3	-0.6	0.1	-21
N#C/C(=C\c1cccc([N+](=O)[O-])c1)c1nc2ccccc2c(=O)[nH]1	15	-0.3	-0.1	6
O=c1c2ccccc2nc(SCc2ccc(Cl)cc2)n1CCN1CCOCC1	-3	-0.3	0.1	4
COc1ccc2c(c1)C(C)CC(C)(C)N2C(=O)Nc1ccccc1 (centres undefined)	-8	-0.4	-0.3	-8
N=C1/C(=C/c2ccc(SCc3ccco3)o2)C(=O)N=C2SC=CN12	-25	0.2	0.0	27
O=C(CSc1nccn1C1CCCCC1)Nc1cccc(Cl)c1	-33	-1.3	0.0	9

The final 2 entries of the section above lead into the next:
SMILES	TEAD-YAP block	GPR151 activ	FBW7 act	MITF inh
N=C1/C(=C/c2ccc(SCc3ccco3)o2)C(=O)N=C2SC=CN12	-25	0.2	0.0	27
O=C(CSc1nccn1C1CCCCC1)Nc1cccc(Cl)c1	-33	-1.3	0.0	9
CS(=O)(=O)Nc1ccc(Br)cc1	-6	1.9	-0.1	0
Cc1c(C(=O)N2CCCC(C)C2)sc2ncn(CC(=O)N3CCCCC3C)c(=O)c12 (centres undefined)	2	0.3	-0.1	5
CCc1nnc(NS(=O)(=O)c2ccc(NC(=O)c3ccc(S(=O)(=O)N(CC)CC)cc3)cc2)s1	0	0.6	-0.1	-6
CC(C)NC(=O)Cn1c(SCC(=O)Nc2nc(C(C)(C)C)cs2)nc2ccccc21	-5	0.2	0.0	2
Cc1ccc(C(=O)OCCCN(C)C)cc1	-10	1.3	0.1	1
Cc1cccc(-n2nnnc2C(c2ccc(Cl)cc2)N2CCOCC2)c1 (centres undefined)	-4	-1.6	-0.1	-5
O=C1NCCN(C2Cc3ccccc3C2)C1CC(=O)N1CC=C(c2ccccc2)CC1 (centres undefined)	12	-0.5	0.0	-1
CCC1Sc2cc(S(=O)(=O)CCC(=O)Nc3cccc(C)c3)ccc2NC1=O (centres undefined)	2	-1.3	0.2	4
C/C(=N\Nc1ccc(C(=O)O)cc1)c1ccc(-n2ccnc2)cc1	-27	0.5	0.1	7
O=C1c2ccc(Oc3cccc([N+](=O)[O-])c3)cc2C(=O)N1c1ccc(Oc2ccccc2)cc1	-1	-0.6	0.0	12
CCN(CC)CCN1C(=O)C(O)=C(C(=O)c2cc3ccccc3o2)C1c1ccccn1 (centres undefined)	-7	-2.2	-1.0	12
Cc1ccc(Nc2nnc(SCC(=O)NC(=O)C3CCCCC3)s2)cc1	0	-0.6	0.0	7
COc1cccc(OC)c1CNC(=O)CCSCc1ccccc1F	-4	1.7	0.2	-8
CCN(CC)c1ncnc2sc(C(=O)Nc3c(F)cc(F)cc3Br)c(C)c12	-10	-1.5	0.3	11
COc1ccc(CCNc2nc3ccccc3n3cnnc23)cc1OC	-4	-1.0	-0.1	9
CSc1ncccc1C(=O)OCC(=O)NC(N)=O	-6	-1.7	0.2	-11
NC(=O)CSc1nc2cc3c(cc2c(=O)n1CCC(=O)NCc1ccc2c(c1)OCO2)OCO3	0	-0.2	-0.1	-1
COC(=O)c1nc(NC(=O)c2ccccc2Br)n[nH]1	-8	-0.6	0.1	-12
CCNc1nc(Cl)nc(NCc2ccccc2)n1	3	-0.8	0.1	30
Cc1nn(C(=O)Cc2ccc(F)cc2)c(C)c1Br	-1	-0.1	0.1	3

16 compounds out of the list, sorted by molar mass, highest first.
SMILES	TEAD-YAP block	GPR151 activ	FBW7 act	MITF inh
CCc1nnc(NS(=O)(=O)c2ccc(NC(=O)c3ccc(S(=O)(=O)N(CC)CC)cc3)cc2)s1	0	0.6	-0.1	-6
NC(=O)CSc1nc2cc3c(cc2c(=O)n1CCC(=O)NCc1ccc2c(c1)OCO2)OCO3	0	-0.2	-0.1	-1
CCN(CC)c1ncnc2sc(C(=O)Nc3c(F)cc(F)cc3Br)c(C)c12	-10	-1.5	0.3	11
O=C1c2ccc(Oc3cccc([N+](=O)[O-])c3)cc2C(=O)N1c1ccc(Oc2ccccc2)cc1	-1	-0.6	0.0	12
CC(C)NC(=O)Cn1c(SCC(=O)Nc2nc(C(C)(C)C)cs2)nc2ccccc21	-5	0.2	0.0	2
Cc1c(C(=O)N2CCCC(C)C2)sc2ncn(CC(=O)N3CCCCC3C)c(=O)c12 (centres undefined)	2	0.3	-0.1	5
CCN(CC)CCN1C(=O)C(O)=C(C(=O)c2cc3ccccc3o2)C1c1ccccn1 (centres undefined)	-7	-2.2	-1.0	12
Cc1ccc(Nc2nnc(SCC(=O)NC(=O)C3CCCCC3)s2)cc1	0	-0.6	0.0	7
Cc1cccc(-n2nnnc2C(c2ccc(Cl)cc2)N2CCOCC2)c1 (centres undefined)	-4	-1.6	-0.1	-5
COc1cccc(OC)c1CNC(=O)CCSCc1ccccc1F	-4	1.7	0.2	-8
COC(=O)c1nc(NC(=O)c2ccccc2Br)n[nH]1	-8	-0.6	0.1	-12
C/C(=N\Nc1ccc(C(=O)O)cc1)c1ccc(-n2ccnc2)cc1	-27	0.5	0.1	7
Cc1nn(C(=O)Cc2ccc(F)cc2)c(C)c1Br	-1	-0.1	0.1	3
CSc1ncccc1C(=O)OCC(=O)NC(N)=O	-6	-1.7	0.2	-11
CCNc1nc(Cl)nc(NCc2ccccc2)n1	3	-0.8	0.1	30
Cc1ccc(C(=O)OCCCN(C)C)cc1	-10	1.3	0.1	1

Next section.
SMILES	TEAD-YAP block	GPR151 activ	FBW7 act	MITF inh
Cc1ccc(NC(=O)CSc2nnc3n(N)cnn23)cc1	-2	0.5	-0.1	0
CN(C)Cc1c(C(=O)N/N=C/c2cccc(Br)c2)nnn1-c1nonc1N	0	3.4	-0.1	-2
O=C(Nc1ccc2c(c1)OCO2)c1cnc(NCc2ccc3c(c2)OCO3)s1	-12	2.5	0.1	19
O=S(=O)(Cc1ccccc1)N1CCN(Cc2ccc3c(c2)OCO3)CC1	-2	-0.8	0.0	14
Cc1[nH]c2ccc(Br)cc2c1CC(=O)N/N=C/c1ccc2c(c1)OCO2	17	0.5	0.2	2
COc1cc(OC)c(OC)cc1/C=N/NC(=O)c1[nH]nc(-c2ccccc2)c1C	-16	3.0	0.0	4
CN(C)CCn1c(=O)n(Cc2ccccn2)c(=O)c2sc3ccccc3c21	0	0.1	0.1	-2
COC(=O)NC(=O)c1ccc(Cl)cc1	-5	1.0	-0.2	4
COc1ccc(C2(CC(=O)N(CC3CCC3)CC3CCCO3)CC(=O)N(C)C2=O)cc1 (centres undefined)	-51	-0.5	-0.1	2
COc1ccc(NC(=O)c2cnn(-c3ccccc3)c2-n2cccc2)cc1	-13	0.7	-0.1	15
Cc1nc2c(C(=O)NCCCN3CCCC3)cnn2c(C)c1Cc1ccccc1	-13	-0.6	0.7	13
COc1ccc(Br)cc1C1SCCN1S(=O)(=O)c1ccc(C)cc1C (centres undefined)	5	-1.8	0.1	-14
O=C(Cc1ccccc1)Nc1cccc(NC(=O)c2ccccc2Cl)c1	14	-0.6	0.2	3
Cc1ccc(NC(=O)c2cc3c(ccc4ccccc43)oc2=O)cc1	-2	2.5	0.1	16
COc1ccc(CC(=O)NC(=S)Nc2ccc(S(=O)(=O)N3CCOCC3)cc2)cc1	6	1.8	0.0	13
Cc1cc(C)nc(SCc2cc(=O)c(OC(=O)Cc3cccs3)co2)n1	3	-1.7	0.2	40
CCC(=O)NNC(=O)COc1ccc(C(C)(C)CC(C)(C)C)cc1	1	-0.7	0.0	3
O=C(COc1ccc(Cl)cc1)N1CCN(C(=O)c2ccccc2)CC1	8	-0.2	0.0	9
CCOc1ccc(NC(=O)CN2C(=O)COc3ccccc32)cc1	3	-0.6	0.3	3
Cc1cccc(N(CC(=O)NCCc2ccccc2)C(=O)CCC(=O)Nc2ccccn2)c1	0	0.8	-0.1	1
O=C1CSc2ccc(C(=O)NC3CCCCCCC3)cc2N1	-42	0.9	-0.1	10
CCOC(=O)C1CCCN(C(=O)CCNS(=O)(=O)c2ccc3c(c2)CCC(=O)N3)C1 (centres undefined)	3	-0.2	0.0	-8
CCN(CC)C(=O)CSc1nc2c(sc(=S)n2-c2ccc(C)c(C)c2)c(=O)n1-c1ccc(F)cc1	-15	0.3	0.3	15
COCCN1C(=O)C(=O)/C(=C(/O)c2ccccc2)C1c1cc(OC)ccc1OC (centres undefined)	-8	0.2	0.2	2
CCOC(=O)C1C(=O)C=C(Nc2cccc(F)c2)CC1c1ccccc1 (centres undefined)	-21	1.5	0.0	5
Cc1ccccc1NC(=O)CSc1nc2cc3c(cc2cc1C#N)OCO3	6	1.3	-0.1	-6
Cc1ccc2oc3c(c(=O)c2c1)C(c1ccc(O)cc1)N(c1nc(C)c(C)s1)C3=O (centres undefined)	-4	0.3	0.1	14
CCN(CC)C(=O)c1cc2c(n(-c3ccc(C)cc3)c1=O)CCCC2=O	7	1.0	-0.1	9
CC(C)(C)C(=O)N=C1N=C2C=CC(Br)=CN2Cc2ccccc21	-36	-1.3	0.0	5
CCc1ccccc1NC(=S)Nc1[nH]ncc1C(=O)OC	-13	0.6	0.0	4
CN(C)CC(=O)N1CCc2ccccc2C(c2ccccc2)C1 (centres undefined)	0	1.6	0.1	9
COC(=O)C1=NNC2C(=O)N(c3ccccc3Br)C(=O)C12 (centres undefined)	-4	-0.2	0.0	-12
Cc1ccn2c(CN3CCN(c4ccncc4)CC3)c(C(=O)N3CCCCCC3)nc2c1	2	0.3	0.1	1
S=c1nc(NC2CCCCCC2)c2ccccc2[nH]1	5	0.4	-0.1	5
C=CCN(CC=C)Cc1c(C)[nH]c2ccc(C)cc2c1=O	4	0.0	0.1	-111
CN1[C@@H](C(=O)NC(C)(C)C)C[C@@H](c2ccc(F)cc2)NS1(=O)=O	6	0.5	-0.1	4
COCCN(C(=O)c1csnn1)C(C(=O)NC1CCCCC1)c1sccc1C (centres undefined)	9	-0.8	1.2	5
O=C(Nc1ccccc1Cl)c1cc(S(=O)(=O)NCC2COc3ccccc3O2)ccc1F (centres undefined)	-8	-1.6	-0.2	0
NS(=O)(=O)c1ccc(O)c(NC(=O)c2ccc([N+](=O)[O-])o2)c1	13	2.2	0.3	13
COc1cccc(C2Oc3ccccc3C3=C2C(c2ccc(C)cc2)n2ncnc2N3)c1 (centres undefined)	0	0.9	-0.1	3
CC(Nc1nncc(-c2cccc(Cl)c2)n1)c1cnn(C)c1 (centres undefined)	-1	-0.9	0.0	0

This is a random part of the collection; about 3.4% have a hit in one of these screens.
